CHO-K1 Ca antag = M1 antagonist counterscreen hit in parental CHO-K1 cells; inhibition, % at 3 µM; ATP-induced calcium, Fluo-8 fluorescence; AID 602250; 360,000 tested, 0.6% active;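 active = inhibition above a per-plate cutoff, the plate's mean sample inhibition plus 3 SD, cut at about 24% in these data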;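 also: 0% = DMSO plus EC80 ATP and 100% = DMSO alone without ATP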
M1 PAM parental = nonselective activator or artifact in parental CHO-K1 calcium assay | ATP EC20, Fluo-8 calcium fluorescence; 0% at ATP EC20, 100% at ATP max | activation, % at 3 µM | AID 602247 | 360,000 tested, 0.02% active;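 active = activation above the run cutoff, the mean activation of all test compounds plus 3 SD, cut at about 40% in these data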;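 also: peak over basal fluorescence ratio in a 140 s read after ATP addition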
CHO parental Ca = counter-screen: ATP calcium response change in parental CHO cells. parental CHO-K1, ATP-induced calcium, Fluo-8 fluorescence. inhibition, % at 5.6 µM. 330,000 tested, 0.63% active. AID 463079;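 active = inhibition above that plate's mean sample inhibition plus 3 SD, cut at about 26% in these data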;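 also: 0% = ATP-challenged DMSO wells and 100% = DMSO wells without ATP; some compounds past the cut are filed as inactive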
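Material: parental CHO cells / Compound: single nominal dose of 5.6 µM per compound / Signal: Fluo-8 fluorescence / Replicates: singlicate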
TAAR1 agonist = human TAAR1 agonism; activation, % at 3 µM; 360,000 tested, 0.99% active; CHO RD-HGA16 TAAR1, Fluo-8 calcium fluorescence; vehicle wells 0%, saturating PEA agonist 100%; AID 624467; Q96RJ0;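 active = activation above the mean activation of all test compounds in the run plus 3 SD, cut at about 38% in these data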
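test system = CHO RD-HGA16 cells carrying human TAAR1 plus Gα16 | schedule = 17-24 h seeding, 75 min 37 °C dye, 30 min RT | compound dosing = 3 µM single concentration | control set = DMSO and PEA EC100 | replicates = n 1 | signal = Fluo-8 fluorescence, 5 s baseline then 140 s kinetic read | measure = percent activation vs PEA EC100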
TAAR1 antag = antagonists of human TAAR1. CHO RD-HGA16 TAAR1, Fluo-8 calcium fluorescence, antagonist. inhibition, % at 3 µM. 360,000 tested, 1.5% active;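 active = inhibition above a per-plate cutoff, the mean inhibition of test compounds on that plate plus 3 SD, cut at about 49% in these data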;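 also: 0% = DMSO plus EC80 beta-PEA response and 100% = DMSO alone without agonist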
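Material: CHO RD-HGA16 cells bearing hTAAR1; compound dosing: one-point dosing, 3 µM nominal final; schedule: dye loading 75 min at 37 °C, then 30 min room temperature; measured by: calcium fluorescence with Fluo-8; control set: vehicle and agonist controls; replication: n of 1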
M1 ag parental = nonselective activator or artifact in parental CHO-K1 cells | activation, % at 3 µM | Fluo-8 calcium fluorescence; scaled to maximal ATP response, vehicle zero | 360,000 tested, 0.48% active; in the data active = activation above about 15%;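 also: untransfected CHO-K1 host cells lacking M1 receptor as counterscreen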
OXTR potentiate = potentiators of human oxytocin receptor; P30559; CHO-OTR cells, Fluo-8 calcium fluorescence, potentiator mode; 0% = oxytocin EC15, 100% = EC100; activation, % at 3 µM; 320,000 tested, 0.061% active; AID 2445;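 active = activation above that plate's cutoff, the mean activation of tested compounds plus 3 SD, cut at about 6.6% in these data, passing the limit was not always enough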;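 also: 100% uses oxytocin at 75 nM as the full agonist control; some results filed as inactive read as strong as hits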
Target sequence (P30559 whole entry, looked up): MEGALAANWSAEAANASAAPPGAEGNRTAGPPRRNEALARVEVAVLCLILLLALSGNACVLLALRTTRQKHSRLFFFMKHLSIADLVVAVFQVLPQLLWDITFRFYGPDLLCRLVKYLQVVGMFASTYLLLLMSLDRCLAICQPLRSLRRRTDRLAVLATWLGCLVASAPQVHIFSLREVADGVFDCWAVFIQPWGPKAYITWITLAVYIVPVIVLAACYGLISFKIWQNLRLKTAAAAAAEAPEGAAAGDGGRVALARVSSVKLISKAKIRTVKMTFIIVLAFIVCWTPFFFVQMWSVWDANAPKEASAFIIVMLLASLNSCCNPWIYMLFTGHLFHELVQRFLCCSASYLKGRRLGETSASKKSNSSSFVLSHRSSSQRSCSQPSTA
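Assay system: CHO cell line stably expressing human OTR. Reagent: EC15 oxytocin agonist. Dosing: single dose, 3.0 µM nominal final compound concentration. Timing: compound 6 min at room temperature before oxytocin, 100 s read. Signal: kinetic Fluo-8 calcium fluorescence. Controls: oxytocin EC15 low and EC100 high.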
M1 ag = agonists of human M1 muscarinic receptor | P11229 | CHO-K1 hM1, Fluo-8 calcium fluorescence, agonist mode; 0% DMSO, 100% acetylcholine EC100 | activation, % at 3 µM | 360,000 tested, 0.33% active | AID 588814;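 active = activation above the run's mean compound activation plus 3 SD, cut at about 16% in these data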;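 also: peak over basal fluorescence ratio within a 140 s kinetic read after compound addition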
Target sequence (P11229 whole entry, looked up): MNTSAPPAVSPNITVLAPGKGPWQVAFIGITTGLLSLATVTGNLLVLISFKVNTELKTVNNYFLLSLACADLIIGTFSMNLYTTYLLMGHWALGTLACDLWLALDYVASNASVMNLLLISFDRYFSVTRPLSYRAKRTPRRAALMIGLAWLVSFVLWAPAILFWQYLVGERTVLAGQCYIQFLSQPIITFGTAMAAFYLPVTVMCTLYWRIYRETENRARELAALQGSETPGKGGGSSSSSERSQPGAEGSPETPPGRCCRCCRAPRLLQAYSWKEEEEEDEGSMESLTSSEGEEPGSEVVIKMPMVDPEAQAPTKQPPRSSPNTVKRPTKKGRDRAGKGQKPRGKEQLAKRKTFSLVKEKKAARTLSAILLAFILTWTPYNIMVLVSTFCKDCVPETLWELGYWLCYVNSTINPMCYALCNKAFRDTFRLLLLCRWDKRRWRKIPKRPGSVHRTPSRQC
CHRM1 antagonist = blocks human M1 muscarinic receptor | 360,000 tested, 1.3% active | inhibition, % at 3 µM | AID 588852 | CHO-K1 hM1, Fluo-8 calcium fluorescence, ACh EC80 antagonist | P11229;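 active = percent inhibition above its own plate's cutoff, namely the mean of that plate's compound wells plus 3 SD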;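 also: peak over basal fluorescence ratio during 140 s after agonist addition; 0% = ACh EC80 plus DMSO and 100% = DMSO alone without agonist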
An asterisk follows results filed as active; · = no result given. Random draw from the library (roughly 4.2% active in at least one column).

SMILES | M1 ag | CHO-K1 Ca antag | TAAR1 antag | CHRM1 antagonist | CHO parental Ca | OXTR potentiate | M1 PAM parental | TAAR1 agonist | M1 ag parental
O=C(O)c1sc2cc(C(F)(F)F)cnc2c1-c1cccs1 | -4.6 | -6.2 | 0.2 | 7.7 | 1.6 | -13.4 | 16.9 | 2.1 | 1.6
Cc1cc(C)n2nc(CNS(=O)(=O)c3ccc(F)cc3)nc2n1 | -1.6 | -9.9 | -8.1 | -13.0 | -2.6 | -3.4 | 19.7 | 2.3 | -0.1
Cc1cc(C)c(NC(=O)c2ccc[n+](Cc3ccc([N+](=O)[O-])cc3)c2)c(C)c1 | -11.8 | 2.9 | -5.2 | 4.0 | -4.4 | -0.8 | 12.1 | 0.5 | -0.1
CCn1c(CCCOc2ccc(Cl)cc2Cl)nnc1SCC(=O)Nc1cc(F)ccc1C | -4.3 | -4.9 | 23.2 | -0.9 | 19.4 | -6.2 | 20.6 | 6.5 | 4.6
COCCN(C(=O)c1cc(OC)c(OC)c(OC)c1)c1c(N)n(Cc2ccccc2)c(=O)[nH]c1=O | -0.4 | -16.9 | -12.0 | 1.7 | -9.2 | 2.8 | 16.4 | 3.1 | -0.4
CC(C)(C)c1ccc(-c2nc3[nH]c(=O)cc(NC(=O)c4ccco4)n3n2)cc1 | -1.2 | -7.8 | -4.7 | -4.1 | 8.0 | 5.9 | 14.7 | 0.0 | 0.4
CCn1ncc(C2=NOC(C(=O)Nc3c(C)n(C)n(-c4ccccc4)c3=O)C2)c1C (stereo not given) | -4.6 | -6.2 | 1.9 | -7.6 | -13.2 | 4.9 | 1.6 | 0.0 | -0.7
O=C(NCCOc1ccccc1Cl)c1ccc2c(c1)S(=O)(=O)c1cc(Cl)ccc1C2=O | 0.7 | -8.1 | 28.8 | -4.7 | -21.1 | 1.5 | 6.9 | 12.2 | -0.1
COCCn1c(=O)[nH]c2cc(C(=O)Nc3cc(OC)c(OC)c(OC)c3)ccc2c1=O | -1.7 | -4.7 | 8.9 | -1.4 | 0.7 | -3.4 | -5.8 | 0.6 | 1.1
Cc1ccc(NC(=O)N2CCc3ccccc3C2)c(C)c1 | -5.0 | -16.7 | 42.9 | -11.3 | -8.7 | -1.5 | 16.4 | 92.3* | 1.2
O=C(COC(=O)c1c[nH]c2ccccc12)NCc1ccccc1 | 0.3 | -1.6 | 0.9 | -15.8 | · | · | 12.9 | 1.0 | 0.0
Cc1ccccc1OCc1nc(C#N)c(N2CCCC2)o1 | -4.4 | -11.7 | -11.8 | -3.2 | -10.2 | -3.2 | 24.7 | -0.8 | 1.4
CC(C)(C)NC(=O)COC(=O)c1cncc(Br)c1 | -2.0 | -2.8 | -15.7 | 0.1 | -10.0 | -11.4 | 7.9 | -0.3 | -0.2
NS(=O)(=O)c1ccc(CNC(=O)/C=C/c2cccc(Cl)c2)cc1 | -3.9 | -6.0 | -3.4 | 2.2 | -9.4 | -4.9 | 18.0 | 2.0 | 0.9
O=c1[nH]c(C2CCN(S(=O)(=O)c3ccc4c(c3)OCCO4)CC2)nc2c1nnn2Cc1cccc(F)c1 | -7.3 | -4.2 | -5.0 | -8.6 | -13.9 | -4.8 | 17.2 | 6.2 | -0.2
C=CCC[C@@H](Cc1ccc(F)cc1)C(=O)OC[C@@H](NC(=O)[C@H](CC=C)CC(=O)NCCO)C(C)(C)C | -1.7 | -9.1 | 14.4 | -3.3 | -24.6 | 2.4 | 13.9 | 6.3 | -0.2
CCOc1ccccc1C(=O)N/N=C/c1ccoc1 | -1.4 | 4.2 | -4.2 | 2.6 | · | · | -1.5 | 2.1 | 0.7
Cc1nnc2n1N=C(c1ccccc1)CS2 | -7.2 | -10.2 | -15.6 | -10.2 | 2.6 | -14.2 | 14.7 | -0.2 | -0.2
COC(=O)C1(C)NC(c2ccc(C)cc2)C2C(=O)N(c3ccc(F)cc3)C(=O)C21 (stereo not given) | -1.9 | -5.1 | -12.9 | -12.3 | -16.3 | 2.3 | 6.4 | 7.2 | 0.9
O=c1[nH]c2cccc(Cl)c2n(CCNc2ncc(C(F)(F)F)cc2Cl)c1=O | -2.7 | -4.5 | -14.4 | -35.7 | -26.1 | -3.2 | 5.2 | 20.3 | -0.8
Cc1cc(C)c2c(=O)n(CC(=O)Nc3cccc(F)c3)sc2n1 | 5.5 | -4.6 | 72.0* | 0.3 | 22.1 | -6.0 | 8.6 | 70.4* | 4.4
COc1ccc(OC)c(NC(=O)C2=C(C)NC(=O)NC2c2cccs2)c1 (stereo not given) | -4.0 | -8.2 | -51.2 | -5.1 | -4.2 | 4.2 | 6.0 | 3.9 | 0.0
O=[N+]([O-])c1cc(-c2n[nH]c(-c3ccccc3)n2)cc([N+](=O)[O-])c1 | 8.0 | -7.7 | 9.5 | -32.8 | -3.4 | -1.4 | -13.2 | 15.2 | -0.7
COCCN(Cc1ccccc1)C(=O)c1cccc(S(=O)(=O)N2CCCc3ccccc32)c1 | -4.1 | -0.3 | 27.4 | 3.1 | -4.7 | -8.7 | -3.8 | 0.8 | 2.0
C#CCNC(=O)C[C@@H]1C[C@@]2(C(=O)OC)CCCCC=C2N(Cc2ccco2)C1=O | · | -13.8 | -3.8 | · | · | · | -3.7 | 1.9 | 0.7
COc1ccc(Oc2coc3cc(OC(=O)/C=C/c4ccc(F)cc4)ccc3c2=O)cc1 | -4.1 | -8.2 | -12.8 | -2.0 | -5.0 | -4.6 | 17.7 | 2.5 | 0.9
COCCn1cnc2c1c(=O)n(Cc1cc(C(C)=O)ccc1OC)c(=O)n2Cc1ccccc1 | -8.4 | -2.1 | 1.6 | 3.6 | -21.8 | 1.7 | 5.1 | 1.3 | 1.0
O=C(CN1CCN(Cc2ccc(F)cc2)CC1)Nc1nc2ccccc2s1 | -3.2 | -6.6 | 5.8 | -2.0 | -8.8 | -12.2 | 15.9 | 6.8 | 6.5
O=C(Nc1ccc(/C=C/c2nc3ccccc3o2)cc1)c1ccc(F)cc1 | -3.1 | -7.7 | 38.7 | 21.6 | -18.8 | -8.6 | 12.3 | 6.2 | 0.2
CC(C)N1CC(COc2ccccc2Cl)OC1=O (stereo not given) | -0.2 | 9.4 | -14.3 | 3.0 | -11.2 | 3.3 | -17.1 | 2.4 | 0.4
O=C(COC(=O)C12CC3CC(CC(O)(C3)C1)C2)NCCc1ccc(Cl)cc1 | -0.7 | -2.5 | 22.1 | 5.1 | -20.3 | -1.7 | 5.1 | 1.1 | 0.9
C=CCn1c(Cc2ccccc2)n[nH]c1=S | -6.3 | -10.6 | 6.2 | 18.2 | 2.7 | -7.6 | 13.8 | -0.5 | 6.9
O=C(O)CC(NC(=O)Cc1ccccc1)c1ccccc1 (stereo not given) | -1.4 | -3.5 | -9.5 | -5.3 | -4.4 | -0.8 | 3.2 | 5.7 | 0.6
CC1(c2ccccc2Cl)NC(=O)N(CC(=O)N2CCN(S(=O)(=O)c3ccccc3)CC2)C1=O (stereo not given) | -2.5 | -4.6 | 4.5 | -30.1 | -2.6 | -2.4 | 3.6 | 5.1 | 0.8
CCOC(=O)C1CCN(S(=O)(=O)c2ccccc2)CC1 | -4.0 | 7.7 | -10.4 | -1.9 | -8.7 | -3.4 | -4.2 | 3.8 | -0.1
COc1ccccc1CNC(=O)COC(=O)/C=C/c1ccc2c(c1)OCO2 | -4.3 | -21.6 | -25.7 | -11.9 | 7.2 | 1.3 | 26.6 | -0.3 | 0.3
CC(=O)N1CCOc2ccc(S(=O)(=O)NCc3ccccc3Cl)cc21 | -0.6 | -12.3 | -6.6 | -2.9 | -15.8 | -6.1 | 17.9 | 1.2 | 4.0
Cc1cc(Cl)ccc1Oc1cccc(C(=O)/C(C#N)=C/N(C)C)c1 | -2.6 | -17.6 | -20.6 | -40.9 | 0.9 | -4.9 | 20.0 | 7.3 | 0.9
O=C(CN1C(=O)NC2(CCCCC2)C1=O)Nc1ccc2c(c1)OCCCO2 | -3.5 | -1.2 | -36.1 | -6.9 | -14.8 | -3.5 | 6.7 | 8.0 | 0.0
CC1Cc2ccccc2N1C(=O)c1ccc(N2CCCCC2)c([N+](=O)[O-])c1 (stereo not given) | -6.5 | -6.6 | 42.0 | 11.5 | -16.4 | -10.3 | 25.8 | 2.8 | 4.1
C=CCNC(=O)c1sc(-c2ccccc2)nc1C | -0.9 | 1.1 | 0.2 | 0.8 | -0.8 | -2.2 | 0.3 | -0.4 | -0.3
Cc1noc(C)c1S(=O)(=O)N1CCC(C(=O)N2CCN(c3ccccc3Cl)CC2)CC1 | -1.9 | 13.3 | 7.9 | -25.1 | -10.5 | -7.6 | -4.5 | 4.6 | 1.9
Cc1cc(C(=O)Cn2nc(C(=O)O)c3ccccc3c2=O)c(C)n1-c1ccccc1 | -6.8 | -6.1 | 12.3 | 0.5 | -8.2 | -6.7 | 21.8 | 12.9 | 1.7
COc1cc(C(c2c(C)[nH][nH]c2=O)c2c(C)[nH][nH]c2=O)ccc1OC(C)C | -2.2 | -4.2 | 7.0 | -4.7 | 4.6 | -3.1 | 22.1 | 6.8 | 0.2
Cc1ccc(N/C=C/C(=O)c2ccccc2)cc1C | -8.0 | -0.9 | 6.2 | -3.4 | -10.9 | -1.3 | 18.7 | 1.3 | 3.7
COc1ccc(CC(=O)N(C)Cc2ccc(C(C)(C)C)cc2)cc1S(=O)(=O)N1CCOCC1 | 1.3 | 9.9 | 46.1 | 19.8 | -0.4 | -11.4 | 0.8 | 18.4 | 10.9
COc1ccc(OC2CCN(S(=O)(=O)c3cccc(F)c3)CC2)cc1 | -3.3 | 2.4 | 1.6 | -9.4 | -4.8 | -19.7 | -8.6 | -1.0 | 3.6
Cc1cc(C)c2c(CN3CCN(CCO)CC3)cc(=O)oc2c1 | -6.8 | 29.4* | 13.1 | 7.2 | -0.5 | 0.2 | -6.7 | -0.7 | -0.6
COCCN1C(=O)/C(=C2/C(=O)N(CC(=O)Nc3ccccc3Cl)c3ccccc32)SC1=S | -2.9 | 6.2 | -37.2 | -8.6 | -3.0 | -3.5 | 0.5 | 1.8 | -0.3

Sorted by SMILES length (descending): part of the list above
SMILES | M1 ag | CHO-K1 Ca antag | TAAR1 antag | CHRM1 antagonist | CHO parental Ca | OXTR potentiate | M1 PAM parental | TAAR1 agonist | M1 ag parental
COCCN1C(=O)/C(=C2/C(=O)N(CC(=O)Nc3ccccc3Cl)c3ccccc32)SC1=S | -2.9 | 6.2 | -37.2 | -8.6 | -3.0 | -3.5 | 0.5 | 1.8 | -0.3
COc1ccc(OC2CCN(S(=O)(=O)c3cccc(F)c3)CC2)cc1 | -3.3 | 2.4 | 1.6 | -9.4 | -4.8 | -19.7 | -8.6 | -1.0 | 3.6
Cc1ccc(N/C=C/C(=O)c2ccccc2)cc1C | -8.0 | -0.9 | 6.2 | -3.4 | -10.9 | -1.3 | 18.7 | 1.3 | 3.7
